Source: PubChem (several laboratories)
Rac1 wt modul: modulators of human Rac1 wildtype GTP binding | GST-Rac1 beads, fluorescent GTP binding, flow cytometry; actives lie on both sides; 0 = cold GTP competed, 100 = untreated | GTP binding activity (% of control), % at 10 µM | 190,000 compounds, 0.27% hits | AID 757;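 active = GTP binding activity at least 20 points away from the 100% control level, either lower or higher; inconclusive = compound flagged as likely green fluorescent, judged across all proteins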
Rac1 act GTP bind: human Rac1 activated mutant GTP binding change; P63000; GST-Rac1 activated beads, fluorescent GTP binding, flow cytometry; actives lie on both sides; 100% means binding = to untreated wells; percent activity (GTP binding), % at 10 µM; 190,000 compounds, 0.11% hits; AID 764;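 active = GTP binding at least 20 percentage points away from the 100% baseline, in either direction, so actives lie on both sides; inconclusive = Compound likely fluorescent itself, or too few beads counted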
Avidin bead fluor: avidin bead compound fluorescence profile; Avidin beads, compound fluorescence 488/530 nm, flow cytometry; hits give high values; fluorescence (KMESF) at 10 µM; 220,000 compounds, 0.38% hits; AID 1775; in the data active = fluorescence above about 47; also: inactives centre near 10
Cdc42 wt: changes GTP binding to wildtype human Cdc42; P60953; GST-Cdc42 beads, Bodipy-GTP binding, flow cytometry; actives lie on both sides; percent activity (GTP binding), % at 10 µM; 190,000 compounds, 0.2% hits;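 active = percent activity GTP binding at least 20 points away from the 100% baseline, either down as inhibitor or up as activator; inconclusive = compound flagged as likely green fluorescent from well-wide comparison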;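 also: median bead fluorescence of bound Bodipy-FL-GTP at 100 nM; 0% = excess unlabeled GTP control and 100% = no compound control; below 100% means less GTP binding so inhibitor and above means activator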
Target sequence (P60953 whole entry, looked up): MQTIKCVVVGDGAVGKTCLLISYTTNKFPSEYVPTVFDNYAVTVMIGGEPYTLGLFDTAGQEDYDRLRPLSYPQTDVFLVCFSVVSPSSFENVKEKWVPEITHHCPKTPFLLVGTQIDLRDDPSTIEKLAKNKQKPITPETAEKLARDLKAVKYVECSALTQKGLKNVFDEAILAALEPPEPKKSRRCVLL
Rab2A wt mod: changes GTP binding to wildtype dog Rab2A, up or down | GST-Rab2 wt beads, Bodipy-GTP binding, flow cytometry | GTP binding activity, % at 10 µM | 190,000 compounds, 0.19% hits;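 active = GTP binding activity at least 20 points away from 100%, either lowered or raised; inconclusive = signal likely due to the compound's own green fluorescence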;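 also: 0% = beads with excess unlabeled GTP and 100% = no-compound control corrected for plate trend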
HRas wt GTP bind: human HRas wildtype GTP binding, change in either direction; P01112; GST-Ras wt beads, Bodipy-FL-GTP binding, flow cytometry; actives lie on both sides; GTP binding activity, % at 10 µM; 190,000 compounds, 0.14% hits; AID 759;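 active = GTP binding activity at least 20% away from the 100% baseline, either lowered as inhibitor or raised as activator; inconclusive = flagged as likely green fluorescent, judged across all proteins in the well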;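 also: 0% = unlabeled GTP competition control and 100% = no-compound control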
Target sequence (P01112 whole entry, looked up): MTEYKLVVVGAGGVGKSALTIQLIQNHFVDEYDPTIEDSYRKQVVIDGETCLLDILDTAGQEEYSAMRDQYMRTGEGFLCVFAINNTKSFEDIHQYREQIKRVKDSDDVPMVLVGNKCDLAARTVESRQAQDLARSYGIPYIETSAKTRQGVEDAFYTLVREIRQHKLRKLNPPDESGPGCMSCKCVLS
Mcl-1 Bim block: human Bim-Mcl-1 interaction inhibition | inhibition, % at 10 µM | Q07820 | 190,000 compounds, 0.1% hits | Bead-based flow cytometry, Bim peptide-Mcl-1 binding; in the data active = inhibition above about 40%;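 also: 0% = no compound tracer wells and 100% = peptide blocker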
Target sequence (Q07820 whole entry, looked up): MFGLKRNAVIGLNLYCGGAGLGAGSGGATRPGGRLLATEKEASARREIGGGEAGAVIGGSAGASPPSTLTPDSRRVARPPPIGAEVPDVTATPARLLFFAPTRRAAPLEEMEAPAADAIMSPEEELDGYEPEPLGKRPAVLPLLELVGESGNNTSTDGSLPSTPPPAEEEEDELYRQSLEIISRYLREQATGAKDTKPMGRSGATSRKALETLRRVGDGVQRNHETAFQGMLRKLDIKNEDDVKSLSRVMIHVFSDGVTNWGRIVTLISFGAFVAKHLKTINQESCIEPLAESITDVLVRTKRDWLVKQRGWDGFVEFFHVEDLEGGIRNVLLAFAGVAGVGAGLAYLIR
Mcl1 Bid PPI: Mcl-1/Bid interaction inhibition | Q07820 | TR-FRET Mcl-1/Bid-Dy647 peptide binding, 1536-well | inhibition, % at 21.7 µM | 220,000 compounds, 0.97% hits | AID 1021;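 active = compounds that cut the binding signal by more than half at the single screening dose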;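 also: His-tagged Mcl-1 with europium anti-His antibody binding Bid BH3 peptide; 0% = Mcl-1 plus peptide wells and 100% = peptide-only wells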
Rab7 wt modul: modulators of GTP binding to dog Rab7 wildtype GTPase; GST-Rab7 beads, fluorescent GTP binding, flow cytometry; actives lie on both sides; untreated = 100%, excess cold GTP = 0%; GTP binding activity (percent of control), % at 10 µM; 190,000 compounds, 0.055% hits; AID 758;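 active = fluorescent GTP binding to Rab7 beads changed by at least 20 points from the 100% baseline, either direction, mostly lower; inconclusive = compound itself probably fluorescent, or too few beads counted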;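 also: median green fluorescence of bound Bodipy-FL-GTP per Rab7 bead population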
Mcl1 Noxa PPI: disrupts binding of human Mcl-1 to Noxa peptide; Q07820; 220,000 compounds, 1.5% hits; TR-FRET Mcl-1/Noxa peptide binding, 2 h; inhibition, % at 21.7 µM;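 active = compounds that cut the protein-peptide binding signal by more than 50% relative to plate controls in a single-dose test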;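 also: His-tagged Mcl-1 with rhodamine Noxa BH3 peptide and terbium anti-His antibody; 0% = Mcl-1 plus Noxa peptide wells and 100% = peptide-only wells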
Pf gametocyte: P. falciparum stage V gametocyte viability inhibition; P. falciparum stage V gametocytes, ATP luminescence, 24 h; inhibition, % at 10.9 µM; AID 743093; 150,000 compounds, 0.065% hits;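 active = inhibition above the mean plus 3 SD of compounds within the control limits, set per campaign, cut at about 38% in these data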;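 also: 0% = DMSO wells and 100% = medium only without gametocytes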
The depositor's hits bear a star.

`CC(C)(C)c1ccc(-c2nnc(SC3CCOC3=O)n2Cc2ccccc2)cc1` (configuration not stated) gave Rac1 wt modul 99.0, Rac1 act GTP bind 95.0, Avidin bead fluor 2, Cdc42 wt 97.0, Rab2A wt mod 96.0, HRas wt GTP bind 95.0, Mcl-1 Bim block -2.0, Mcl1 Bid PPI 4.1, Rab7 wt modul 99.0, Mcl1 Noxa PPI 25.8 and Pf gametocyte 5.7.
Screening Cn1c(/C=N/c2nc3ccccc3[nH]2)nc2ccccc21 returned Rac1 wt modul 103.0, Rac1 act GTP bind 98.0, Avidin bead fluor 14, Cdc42 wt 102.0, Rab2A wt mod 102.0, HRas wt GTP bind 102.0, Mcl-1 Bim block -1.0, Mcl1 Bid PPI -9.3, Rab7 wt modul 101.0 and Mcl1 Noxa PPI 20.3.
CCOC(=O)c1c(Cc2ccccc2)c[nH]c1C was read as Rac1 wt modul 94.0, Rac1 act GTP bind 95.0, Avidin bead fluor 9, Cdc42 wt 95.0, Rab2A wt mod 93.0, HRas wt GTP bind 94.0, Mcl-1 Bim block 0.0, Mcl1 Bid PPI -37.7, Rab7 wt modul 92.0, Mcl1 Noxa PPI 10.0 and Pf gametocyte -55.4.
`CC1CN(C(=O)N2CCOCC2)CCN1C(=O)N1CCOCC1` (configuration not stated) gave Rac1 wt modul 92.0, Rac1 act GTP bind 93.0, Avidin bead fluor 11, Cdc42 wt 95.0, Rab2A wt mod 93.0, HRas wt GTP bind 92.0, Mcl-1 Bim block 0.0, Mcl1 Bid PPI -16.5, Rab7 wt modul 92.0, Mcl1 Noxa PPI 2.9 and Pf gametocyte -24.5.
CCOc1ccccc1OCCOCCN1CC(C)OC(C)C1 (configuration not stated) was read as Rac1 wt modul 101.0, Rac1 act GTP bind 97.0, Avidin bead fluor 9, Cdc42 wt 101.0, Rab2A wt mod 96.0, HRas wt GTP bind 98.0, Mcl-1 Bim block 1.0, Mcl1 Bid PPI 32.6, Rab7 wt modul 95.0 and Mcl1 Noxa PPI 20.2.
`Cc1c(NC(=O)C(C)N2C(=O)c3ccccc3C2=O)c(=O)n(-c2ccccc2)n1C` (configuration not stated) gave Rac1 wt modul 102.0, Rac1 act GTP bind 97.0, Avidin bead fluor 11, Cdc42 wt 101.0, Rab2A wt mod 98.0, HRas wt GTP bind 100.0, Mcl-1 Bim block -2.0, Mcl1 Bid PPI -29.2, Rab7 wt modul 99.0 and Mcl1 Noxa PPI 9.8.
For COC(=O)c1[nH]c2cc(OC)ccc2c1NC(=O)CN1CCC(C(N)=O)CC1 the results were Rac1 wt modul 99.0, Rac1 act GTP bind 98.0, Avidin bead fluor 30, Cdc42 wt 103.0, Rab2A wt mod 100.0, HRas wt GTP bind 103.0, Mcl-1 Bim block 0.0, Mcl1 Bid PPI -11.9, Rab7 wt modul 97.0 and Mcl1 Noxa PPI 9.4.
`Cc1cc(C)nc(NC(=S)Nc2ccc(Br)cc2Cl)c1` gave Rac1 wt modul 88.0, Rac1 act GTP bind 92.0, Avidin bead fluor 11, Cdc42 wt 89.0, Rab2A wt mod 90.0, HRas wt GTP bind 90.0, Mcl-1 Bim block -3.0, Mcl1 Bid PPI -2.2, Rab7 wt modul 90.0 and Mcl1 Noxa PPI 3.0.
Screening N#CCCn1cc(C(=O)Nc2ccc(C(=O)O)cc2)c(-c2cccs2)n1 returned Rac1 wt modul 103.0, Rac1 act GTP bind 98.0, Avidin bead fluor 16, Cdc42 wt 100.0, Rab2A wt mod 104.0, HRas wt GTP bind 102.0, Mcl-1 Bim block 1.0, Mcl1 Bid PPI -8.4, Rab7 wt modul 108.0, Mcl1 Noxa PPI 9.2 and Pf gametocyte 5.6.
`Cc1ccc(CN2CCN(Cc3ccon3)CC2CCO)cc1` (configuration not stated) gave Rac1 wt modul 100.0, Rac1 act GTP bind 95.0, Avidin bead fluor 7, Cdc42 wt 98.0, Rab2A wt mod 101.0, HRas wt GTP bind 98.0, Mcl-1 Bim block -3.0, Mcl1 Bid PPI -59.3, Rab7 wt modul 105.0, Mcl1 Noxa PPI 7.0 and Pf gametocyte 18.5.
COC(=O)C(Cc1ccc(O)cc1)NC(=O)CCC(=O)Nc1ccc(S(N)(=O)=O)cc1 (configuration not stated) was read as Rac1 wt modul 98.0, Rac1 act GTP bind 99.0, Avidin bead fluor 3, Cdc42 wt 101.0, Rab2A wt mod 101.0, HRas wt GTP bind 101.0, Mcl-1 Bim block 0.0, Mcl1 Bid PPI -61.4, Rab7 wt modul 97.0, Mcl1 Noxa PPI 3.6 and Pf gametocyte -1.7.
CCn1c(NC(=O)Nc2cccc(C)c2C)cc2sccc21 was read as Rac1 wt modul inconclusive, Rac1 act GTP bind inconclusive, Avidin bead fluor 10, Cdc42 wt inconclusive, Rab2A wt mod inconclusive, HRas wt GTP bind inconclusive, Mcl-1 Bim block 4.0, Mcl1 Bid PPI -38.3, Rab7 wt modul inconclusive and Mcl1 Noxa PPI 8.2.
Screening CC(=O)Nc1ccc(NC(=O)CCn2cnnn2)cc1 returned Rac1 wt modul 98.0, Rac1 act GTP bind 95.0, Avidin bead fluor 29, Cdc42 wt 98.0, Rab2A wt mod 96.0, HRas wt GTP bind 96.0, Mcl-1 Bim block -22.0, Mcl1 Bid PPI -4.1, Rab7 wt modul 94.0, Mcl1 Noxa PPI 16.3 and Pf gametocyte -0.9.
For COC(=O)c1c(Oc2nc(OC)cc(OC)n2)cccc1Oc1nc(OC)cc(OC)n1 the results were Rac1 wt modul 109.0, Rac1 act GTP bind 101.0, Avidin bead fluor 2, Cdc42 wt 103.0, Rab2A wt mod 101.0, HRas wt GTP bind 98.0, Mcl-1 Bim block -2.0, Mcl1 Bid PPI -14.2, Rab7 wt modul 101.0, Mcl1 Noxa PPI -17.1 and Pf gametocyte -1.9.
`CC(=O)Nc1ccc(S(=O)(=O)N2CCN(c3nnnn3-c3ccccc3)CC2)cc1` gave Rac1 wt modul 98.0, Rac1 act GTP bind 99.0, Avidin bead fluor 11, Cdc42 wt 100.0, Rab2A wt mod 99.0, HRas wt GTP bind 97.0, Mcl-1 Bim block 1.0, Mcl1 Bid PPI -24.4, Rab7 wt modul 99.0, Mcl1 Noxa PPI 4.6 and Pf gametocyte -5.2.
COC(=O)c1c(C)oc2ccc(OC(=O)N3CCOCC3)cc12 was read as Rac1 wt modul 95.0, Rac1 act GTP bind 96.0, Avidin bead fluor 0, Cdc42 wt 96.0, Rab2A wt mod 97.0, HRas wt GTP bind 96.0, Mcl-1 Bim block 1.0, Mcl1 Bid PPI -46.5, Rab7 wt modul 95.0, Mcl1 Noxa PPI -4.1 and Pf gametocyte 8.7.
For CCc1nnc(NC(=O)C2CCCN2C(=O)NC2CCCCC2)s1 (configuration not stated) the results were Rac1 wt modul 105.0, Rac1 act GTP bind 101.0, Avidin bead fluor 8, Cdc42 wt 104.0, Rab2A wt mod 103.0, HRas wt GTP bind 106.0, Mcl-1 Bim block -5.0, Mcl1 Bid PPI -14.0, Rab7 wt modul 103.0, Mcl1 Noxa PPI 9.6 and Pf gametocyte -11.1.
`O=C(Nc1ccn(Cc2cccc3ccccc23)n1)c1cccnc1` gave Rac1 wt modul 99.0, Rac1 act GTP bind 97.0, Avidin bead fluor 10, Cdc42 wt 101.0, Rab2A wt mod 101.0, HRas wt GTP bind 96.0, Mcl-1 Bim block 0.0, Mcl1 Bid PPI -30.1, Rab7 wt modul 104.0 and Mcl1 Noxa PPI -6.6.
`COc1ccc(C2CC(=O)c3cnc(NC(=O)c4cccc(OC)c4)nc3C2)cc1` (configuration not stated) gave Rac1 wt modul 106.0, Rac1 act GTP bind 98.0, Avidin bead fluor 16, Cdc42 wt 100.0, Rab2A wt mod 97.0, HRas wt GTP bind 101.0, Mcl-1 Bim block -4.0, Mcl1 Bid PPI -18.4, Rab7 wt modul 99.0, Mcl1 Noxa PPI 2.3 and Pf gametocyte 1.4.
Screening O=C(NNC(=O)C1CCCCC1)c1cnccn1 returned Rac1 wt modul 98.0, Rac1 act GTP bind 98.0, Avidin bead fluor 32, Cdc42 wt 100.0, Rab2A wt mod 96.0, HRas wt GTP bind 98.0, Mcl-1 Bim block -3.0, Mcl1 Bid PPI -30.3, Rab7 wt modul 94.0 and Mcl1 Noxa PPI -12.7.
Screening CCOc1ccc(CCNS(=O)(=O)c2ccc3c(c2)NC(=O)CC(=O)N3)cc1OCC returned Rac1 wt modul 92.0, Rac1 act GTP bind 93.0, Avidin bead fluor 27, Cdc42 wt 95.0, Rab2A wt mod 96.0, HRas wt GTP bind 93.0, Mcl-1 Bim block 3.0, Mcl1 Bid PPI -13.6, Rab7 wt modul 94.0, Mcl1 Noxa PPI -5.0 and Pf gametocyte -4.8.
Screening O=S(=O)(Nc1nc2ccccc2nc1NCCN1CCOCC1)c1cccc(Cl)c1 returned Rac1 wt modul 108.0, Rac1 act GTP bind 98.0, Avidin bead fluor 11, Cdc42 wt 100.0, Rab2A wt mod 97.0, HRas wt GTP bind 102.0, Mcl-1 Bim block -3.0, Mcl1 Bid PPI -16.7, Rab7 wt modul 100.0 and Mcl1 Noxa PPI 7.8.
For COc1ccc(C2(CNC(=O)Cc3ccc(OC)c(OC)c3)CCOCC2)cc1 the results were Rac1 wt modul inconclusive, Rac1 act GTP bind inconclusive, Avidin bead fluor 36, Cdc42 wt inconclusive, Rab2A wt mod inconclusive, HRas wt GTP bind inconclusive, Mcl-1 Bim block -2.0, Mcl1 Bid PPI -11.0, Rab7 wt modul inconclusive, Mcl1 Noxa PPI 7.4 and Pf gametocyte -12.9.
O=c1c2sccc2nc(SCc2cc(=O)n3ccccc3n2)n1Cc1ccccn1 was read as Rac1 wt modul 102.0, Rac1 act GTP bind 96.0, Avidin bead fluor 8, Cdc42 wt 95.0, Rab2A wt mod 97.0, HRas wt GTP bind 99.0, Mcl-1 Bim block 0.0, Mcl1 Bid PPI -13.8, Rab7 wt modul 107.0 and Mcl1 Noxa PPI -18.5.
`Cc1[nH]n(-c2ccccc2)c(=O)c1N=Nc1ccc2c(c1)OCO2` gave Rac1 wt modul 101.0, Rac1 act GTP bind 96.0, Avidin bead fluor 9, Cdc42 wt 101.0, Rab2A wt mod 104.0, HRas wt GTP bind 101.0, Mcl-1 Bim block -1.0, Mcl1 Bid PPI -26.7, Rab7 wt modul 106.0, Mcl1 Noxa PPI 19.8 and Pf gametocyte -14.2.
